Bioassay records: PubChem BioAssay, several laboratories
PPARg SRC3 recr – PPARgamma agonists recruiting SRC-3 coactivator, primary screen, biochemical. activation, % at 8 µM. Peroxisome proliferator-activated receptor gamma (Homo sapiens), P37231. actives 0.26% (n = 200,000). biochemical PPARgamma/SRC-3 coactivator recruitment assay. AID 731, 2007; in the data active = activation above about 23%;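 also: 0% = DMSO and 100% = reference agonist; some compounds past the cut are filed as inactive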
Target sequence (P37231 whole entry, looked up): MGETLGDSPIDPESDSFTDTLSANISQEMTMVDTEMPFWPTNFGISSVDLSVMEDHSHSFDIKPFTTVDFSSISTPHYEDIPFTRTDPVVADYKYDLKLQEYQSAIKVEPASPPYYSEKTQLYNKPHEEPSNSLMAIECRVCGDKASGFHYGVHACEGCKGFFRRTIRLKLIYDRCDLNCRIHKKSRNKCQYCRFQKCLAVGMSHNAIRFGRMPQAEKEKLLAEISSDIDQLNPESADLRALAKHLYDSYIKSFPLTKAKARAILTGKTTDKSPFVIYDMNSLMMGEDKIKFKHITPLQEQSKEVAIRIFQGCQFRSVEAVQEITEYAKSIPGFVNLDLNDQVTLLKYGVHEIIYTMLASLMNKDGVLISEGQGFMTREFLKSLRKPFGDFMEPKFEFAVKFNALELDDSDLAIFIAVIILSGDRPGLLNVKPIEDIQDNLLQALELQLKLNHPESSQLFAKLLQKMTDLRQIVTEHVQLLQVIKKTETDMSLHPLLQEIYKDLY
STAT3 blocker – IL-6 driven STAT3 reporter inhibitors, primary screen, U3A cells, luciferase, luminescence, MLSCN library | AID 862, 2007 | actives 0.89% (n = 190,000) | IL-6 STAT3-luciferase reporter; host cell line lacks STAT1 | inhibition, % at 5.5 µM;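 active = inhibition above the mean inhibition across all screened compounds plus 3 SD, cut at about 44% in these data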;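 also: 0% = DMSO only wells and 100% = 100 µM nifuroxazide control wells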
PPARg SRC-2 ag – agonists of PPARg-SRC-2 recruitment, primary screen, biochemical, HTS. activation, % at 8 µM. AID 1032, 2008. Peroxisome proliferator-activated receptor gamma (Homo sapiens), P37231. PPARgamma LBD-SRC-2 recruitment. actives 0.34% (n = 200,000); in the data active = activation above about 22%;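 also: 0% = vehicle and 100% = reference agonist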
TR-FRET SRC-2 ct – TR-FRET signal artefacts, primary screen, artefact control for PPARgamma SRC-2 agonist project, biochemical; actives 0.4% (n = 200,000); TR-FRET artefact counter-screen; hits give high values; AID 1049, 2008; TR-FRET ratio at 8 µM; in the data active = TR-FRET ratio above about 2000; also: inactives centre near 1500
ROMK primary – ROMK potassium channel modulators, primary screen, cell-based, thallium flux, MLSMR library. actives 2% (n = 130,000). AID 1918, 2009. B-score at 10 µM. ATP-sensitive inward rectifier potassium channel 1 (Homo sapiens), P48048. Tet-inducible ROMK, thallium flux fluorescence; actives lie on both sides;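 active = signal ratio slope over the read window, or its plate-corrected B-score, at least 3 SD from the plate mean, either direction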;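 also: B-score of the F/F0 ratio slope over 7 to 12 s after thallium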
RAM inhibit – inhibitors of the yeast RAM network, primary screen, dse1pr::URA3 reporter, 5-FOA selection. actives 1.8% (n = 190,000). S. cerevisiae dse1pr::URA3 reporter, 5-FOA growth OD615, 2 d; analog-sensitive cbk1-as2 kinase mutant strain. inhibition, % at 50 µM;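 active = inhibition above a set limit, 3 SD over mean compound inhibition, cut at about 8.4% in these data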;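 also: 0% = DMSO-only wells with no growth and 100% = 10 µM 1-NA-PP1 full growth; inhibition rescues growth on 5-FOA so higher OD means more RAM inhibition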
TLR4 MyD88 comp – inhibitors of TLR4-MyD88 association in cells, primary screen, cell-based, HeLa CL3-4, BLA complementation, FRET ratio | Toll-like receptor 4 (Homo sapiens) + Myeloid differentiation primary response protein … | HeLa CL3-4 TLR4/MyD88 BLA complementation | inhibition, % at 8.4 µM | actives 0.18% (n = 200,000); in the data active = inhibition above about 25%;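 also: 0% = vehicle and 100% = reference inhibitor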
S1P3 antagonist – S1P3 receptor antagonists, primary screen, cell-based; Sphingosine 1-phosphate receptor 3 (Homo sapiens), Q99500; CHO S1P3 NFAT-BLA reporter, FRET fluorescence, antagonist mode; inhibition, % at 4.98 µM; actives 0.27% (n = 170,000);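 active = inhibition above the plate cutoff, the mean inhibition of test wells on that plate plus 3 SD, cut at about 28% in these data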;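 also: cells challenged with S1P at its EC80 of 0.8 µM; blue over green emission ratio from cleaved BLA substrate after 4 h stimulation; 0% = S1P-stimulated wells and 100% = unstimulated DMSO-only wells; some compounds past the cut are filed as inactive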
Target sequence (Q99500 whole entry, looked up): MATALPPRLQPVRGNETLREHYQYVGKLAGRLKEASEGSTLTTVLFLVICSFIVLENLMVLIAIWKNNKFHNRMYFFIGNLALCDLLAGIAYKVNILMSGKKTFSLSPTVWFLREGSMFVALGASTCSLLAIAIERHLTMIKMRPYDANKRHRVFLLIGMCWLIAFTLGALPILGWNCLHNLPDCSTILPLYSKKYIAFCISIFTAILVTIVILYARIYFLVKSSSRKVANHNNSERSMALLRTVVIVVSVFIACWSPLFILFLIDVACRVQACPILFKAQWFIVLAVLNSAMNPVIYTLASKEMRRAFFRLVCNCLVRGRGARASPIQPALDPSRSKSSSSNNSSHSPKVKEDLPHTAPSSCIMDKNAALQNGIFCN
STAT1 blocker – STAT1 signaling inhibitors, primary screen, cell-based, HTS, luciferase reporter; inhibition, % at 5.5 µM; AID 920, 2007; NIH 3T3 STAT1-luciferase reporter, IFN-gamma, luminescence; actives 0.35% (n = 200,000);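 active = inhibition above a set limit, the mean inhibition across all tested compounds plus 3 SD, cut at about 34% in these data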;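 also: 0% = IFN-gamma with DMSO and 100% = IFN-gamma with 300 µM nifuroxazide; values of inactives mirror those of a sister screen read the other way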
PPARg SRC1 recr – PPARgamma agonists recruiting SRC-1 coactivator, primary screen, biochemical; Peroxisome proliferator-activated receptor gamma (Homo sapiens), P37231; PPARgamma-SRC-1 coactivator recruitment biochemical assay; activation, % at 8 µM; actives 0.41% (n = 200,000); AID 631, 2007; in the data active = activation above about 19%;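 also: 0% = DMSO and 100% = reference agonist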
STAT3 act – IL-6 driven STAT3 reporter potentiators, primary screen, U3A cells, luciferase, luminescence, MLSCN library | actives 0.91% (n = 190,000) | AID 871, 2007 | activation (% of control), % at 5.6 µM | IL-6 STAT3-luciferase reporter; 100% = signal with IL-6 EC80 alone;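 active = activation above the screen-wide mean of compound activation plus 3 SD, cut at about 130% in these data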;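 also: 0% = background luminescence of wells with medium and substrate only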
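Material: human STAT1-deficient U3A cells with stable STAT3-luciferase reporter / Probe or stimulus: IL-6 stimulus at 33 ng/mL final / Schedule: 1 h compound pre-exposure, 6 h IL-6 stimulation, 37 °C / Technique: luminescence / Read-out basis: percent of IL-6-only median luminescence / Control set: IL-6-only high control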
* hit, by the source's call; / = not tested or not shown.

SMILES	PPARg SRC3 recr	STAT3 blocker	PPARg SRC-2 ag	TR-FRET SRC-2 ct	ROMK primary	RAM inhibit	TLR4 MyD88 comp	S1P3 antagonist	STAT1 blocker	PPARg SRC1 recr	STAT3 act
COc1ccc(C(=O)c2c[nH]c(C(=O)NCCCN3CCOCC3)c2)cc1	-2	-1	2	1497	-1.1	1.8	3	-30	-8	0	106
CCOC(=O)N1CCN(C(=O)CCCOc2ccccc2)CC1	5	-17	10	1456	/	0.3	5	-29	-26	2	116
OCc1nc2ccccc2n1CC(O)Cn1ccc2ccccc21 (stereo not drawn)	5	24	7	1512	/	0.6	-2	-20	8	2	84
CC(C)NC(=O)c1ccccc1NC(=O)/C=C/c1ccc([N+](=O)[O-])cc1	4	1	5	1356	/	4.1	-9	/	0	-3	99
CCCNS(=O)(=O)c1cc(Cl)ccc1OC	3	5	-4	1561	0.64	0.8	6	-11	2	2	102
CCOC(=O)COc1ccc(Cl)cc1C1NC(=O)NC(C)=C1C(C)=O (stereo not drawn)	5	-2	3	1569	/	2.7	5	6	0	-1	103
CCc1cc2c(SCC(=O)NC3CCS(=O)(=O)C3)ncnc2s1 (stereo not drawn)	1	-6	-6	1427	-0.4	0.9	-5	-14	9	-1	107
CCCCN=C1NN=C(c2cccc([N+](=O)[O-])c2)CS1	4	26	6	1696	-1.4	2.1	-6	-3	-15	1	83
CC(C)CNC(=O)c1cccc(NC(=O)CSc2ccccc2)c1	4	-5	8	1618	/	2.8	-5	4	5	6	109
CCn1cc(-c2cc(C(=O)O)on2)c(C)n1	-4	-4	-3	1466	0.27	1.0	2	-8	-3	1	110
CC(=O)c1cc(C(=O)N2CCCC(CCC(=O)N(C)CCc3ccccn3)C2)cs1 (stereo not drawn)	-4	18	3	1475	0.87	0.5	0	-12	-3	5	93
Cc1ccc(C(NC(=O)N2CC(C)OC(C)C2)C(Cl)Cl)cc1F (stereo not drawn)	5	-7	2	1498	/	-1.0	7	3	-7	-8	102
CCOc1nc(SCCOc2ccccc2)nc(N(C)C)n1	-5	16	-5	1485	-0.32	-0.6	-20	/	-10	4	90
CCOC(=O)C1=C(C)N=c2s/c(=C\c3cccn3C)c(=O)n2C1c1cccc(OC)c1OC (stereo not drawn)	1	-2	-4	1460	/	2.2	6	22	-7	-4	105
O=C(Nc1ccc(N2CCOCC2)cc1)C1CC(O)CN1S(=O)(=O)c1ccc(Cl)cc1 (stereo not drawn)	-3	5	-6	1508	3.5	0.0	1	-14	1	-2	104
CCCCCn1ccc(=O)c2c(C(F)(F)F)nccc21	0	32	8	1638	/	1.1	-21	/	23	3	75
O=C(Nc1nnc(-c2ccccc2)o1)NC1CCCCC1	-5	6	3	1391	0.27	2.4	-1	-20	-16	-1	100
CC1CC(=O)c2cnc(NCC3CCCO3)nc2C1 (stereo not drawn)	-8	-12	-1	1404	/	-0.2	-9	-30	-4	-1	114
COc1cccc(N2C(=O)C(CC(=O)Nc3ccc(F)cc3)N(C3CCCCC3)C2=O)c1 (stereo not drawn)	-1	-2	-1	1360	/	1.0	-10	103*	-5	-7	104
CC(=O)c1c(C)[nH]c(C(=O)OCC(=O)Nc2ccc(Cl)cc2[N+](=O)[O-])c1C	-3	57*	2	1695	/	3.7	11	1	27	2	50
COc1cccc(C(=O)/C=C/Nc2ccc(S(=O)(=O)Nc3ccc(C(C)=O)cc3)cc2)c1	3	4	4	1517	/	2.8	-13	3	-16	2	99
Cc1ccc(CCNC(=O)C2CCN(C(=O)c3sccc3-n3cccc3)CC2)cc1	-15	1	-4	1431	-0.94	1.8	-12	26	3	-2	103
CSc1ccccc1C(=O)NC1CC2CCC1C2 (stereo not drawn)	6	8	-1	1500	/	1.2	3	10	4	-2	97
CN(C)c1ncnc2c1ncn2C1OC(CO)C(O)C1O (stereo not drawn)	-9	44*	3	1524	-1.6	0.8	-9	/	62*	1	67
CC[C@H](C)[C@H](NC(N)=O)C(=O)Nc1ccc2c(c1)OCO2	-4	15	-6	1607	-0.33	0.2	3	-11	-3	-3	93
New compounds follow:
SMILES	PPARg SRC3 recr	STAT3 blocker	PPARg SRC-2 ag	TR-FRET SRC-2 ct	ROMK primary	RAM inhibit	TLR4 MyD88 comp	S1P3 antagonist	STAT1 blocker	PPARg SRC1 recr	STAT3 act
C[C@@H]1NC(=O)c2cc([N+](=O)[O-])cc(I)c2OCC[C@@H](C(=O)NC(CC(=O)O)C(N)=O)NC(=O)[C@H](CC(N)=O)NC1=O (stereo partly drawn)	0	-10	13	1469	-0.0016	-0.5	-7	-11	2	1	106
COc1ccc(S(=O)(=O)Nc2ccc(F)c(F)c2)cc1Cl	-14	4	-4	1613	-3.2*	-2.7	3	1	1	1	98
C/C=C/C(=O)OCC(=O)Nc1cc([N+](=O)[O-])ccc1Cl	0	8	1	1647	0.66	0.7	-7	0	-2	3	92
O=C(O)CCCCCNS(=O)(=O)c1cccc2c1C(=O)c1ccccc1C2=O	-1	-11	-1	1623	/	5.1	4	-25	8	4	105
Cc1ccccc1C(=O)NNC(=S)NC(=O)c1cccnc1	0	1	4	1613	-0.021	0.5	-13	-12	2	-4	100
O=C(O)C1C2C=CC3(O2)C1C(=O)N1c2ccccc2COC13 (stereo not drawn)	-7	1	6	1539	/	2.0	14	8	-2	1	102
COc1ccc(C2(C)NC(=O)N(CC(=O)NCCC3=CCCCC3)C2=O)cc1OC (stereo not drawn)	7	5	8	1575	-0.15	2.9	4	/	-3	-4	100
CCCCNC(=O)c1onc(CSc2cccc(OC)c2)c1C(=O)O	11	3	4	1549	1.1	0.3	-16	/	-5	-3	104
CC(C)CC(=O)Nc1ccc2c(c1)oc1ccccc12	5	-10	-4	1632	/	2.5	7	/	-57	3	111
COc1cc(C(=O)NCc2ccc(F)cc2)cc(Cl)c1OC	1	2	1	1486	0.54	2.1	-13	-7	-2	-6	97
O=C(Nc1ccc2c(c1)OCO2)C1CCN(c2ccc(S(=O)(=O)N3CCOCC3)cc2)CC1	1	-1	1	1509	1.2	0.9	-1	/	-8	15	105
COc1ccc(-c2nc3cnccn3c2Nc2ccc3c(c2)OCO3)cc1	1	-3	2	1532	/	3.4	13	8	-2	2	103
O=C(CCCCCn1c(=S)[nH]c2ccc(N3CCOCC3)cc2c1=O)NCc1ccc2c(c1)OCO2	13	6	6	1663	0.41	3.0	-1	-10	-6	3	99
O=C1CCC(=O)N1c1ccccc1-c1ccccc1	-4	4	-7	1524	-0.78	0.1	2	14	-4	-1	100
Nc1ccccc1-c1nnc(SCc2ccccc2F)[nH]c1=O	2	17	6	1603	/	1.4	-3	23	-2	9	91
CC(C)C1N(S(=O)(=O)c2ccccc2)CCN1S(=O)(=O)c1ccccc1	3	13	-1	1732	-0.17	3.3	-21	15	7	-1	95
COc1ccc(-n2cc(C(=O)Nc3cc([N+](=O)[O-])ccc3OC)c3ccccc3c2=O)cc1	-1	7	-12	1578	-0.043	3.5	-7	1	2	-11	94
Nc1cc(-c2ccc(Br)cc2)nn1Cc1ccccc1	3	67*	2	1685	-1.6	2.0	-9	-3	-27	3	46
Cc1ccc(Nc2nc(N)nc(CN3CCN(Cc4ccc5c(c4)OCO5)CC3)n2)cc1	23	18	8	1468	/	0.7	-6	-19	-3	6	86
Cc1ccccc1N1CC(C(=O)Nc2nnc(SCC(=O)Nc3nccs3)s2)CC1=O (stereo not drawn)	-3	11	2	1630	0.83	1.6	-5	-1	7	0	91
COc1ccc2nc(SCC(=O)Nc3ccc(S(=O)(=O)Nc4onc(C)c4C)cc3)[nH]c2c1	0	3	4	1515	0.77	2.2	-1	-16	-3	4	101
CCCCC(NC(=O)c1ccccc1)C(=O)OCC(=O)N1c2ccccc2Sc2ccccc21 (stereo not drawn)	19	4	3	1612	/	6.6	-12	/	19	8	98
COc1ccccc1C(c1nnnn1C(C)(C)C)N1CCCc2ccccc21 (stereo not drawn)	7	13	4	1628	/	3.5	3	/	5	-1	91
O=C(c1cccc(S(=O)(=O)N2CCOCC2)c1)N1CCCc2ccccc21	14	1	4	1676	/	0.7	0	-41	-3	2	103
Cc1n[nH]c(C)c1S(=O)(=O)N1CCOCC1	7	-2	6	1544	-0.99	0.7	-3	-22	10	1	104

Overlap with the part before: two entries, followed by the next part.
SMILES	PPARg SRC3 recr	STAT3 blocker	PPARg SRC-2 ag	TR-FRET SRC-2 ct	ROMK primary	RAM inhibit	TLR4 MyD88 comp	S1P3 antagonist	STAT1 blocker	PPARg SRC1 recr	STAT3 act
O=C(c1cccc(S(=O)(=O)N2CCOCC2)c1)N1CCCc2ccccc21	14	1	4	1676	/	0.7	0	-41	-3	2	103
Cc1n[nH]c(C)c1S(=O)(=O)N1CCOCC1	7	-2	6	1544	-0.99	0.7	-3	-22	10	1	104
CN(C)c1ccc(/C=N/NC(=O)C2COc3ccccc3O2)o1 (stereo not drawn)	1	-14	3	1635	0.69	0.4	-6	-10	0	-3	110
Cc1ccc(NC(=S)NC2CC3CCC(C2)N3Cc2ccco2)c(C)c1 (stereo not drawn)	7	18	6	1634	/	0.1	1	/	-3	12	94
COc1ccc(C)cc1NC(=S)NN1CCN(C)CC1	1	25	-1	1497	1.3	0.5	-10	0	-4	-6	85
N#CCCN(C(=O)COC(=O)c1ccc(CNS(=O)(=O)c2ccc(F)c(Cl)c2)cc1)c1ccc(F)cc1	2	0	-4	1380	0.64	11*	3	-5	-5	-9	100
Cc1cccc(-n2nc3c(c2NC(=O)c2ccco2)CS(=O)C3)c1C (stereo not drawn)	1	3	12	1551	-0.38	0.8	3	-2	-13	8	103
O=C(Cc1ccc(Cl)cc1)NC1CC1	3	11	4	1524	0.46	-0.2	-19	-12	4	0	93
C/C(NCc1ccccc1)=C(\C#N)C(=O)NCc1ccccc1	2	12	10	1397	-1.4	3.3	-1	/	-9	1	96
COc1ccc(NC(=O)C2CCN(C(=O)c3cccs3)CC2)cc1OC	-3	-2	-4	1510	/	/	-3	/	0	2	103
